NALP3 yeast inh = inhibitors of NALP3 inflammasome in yeast | Yeast reconstituted NLRP3/ASC/caspase-1, beta-gal luminescence, 24 h | inhibition, % at 10 µM | actives 0.39% (n = 330,000);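 active = inhibition of 50% or more; inactive = inhibition below 50%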;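 also: plate controls were induced DMSO wells for no effect and uninduced yeast grown without galactose for full effect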
tim10-1 inh = growth inhibitors of tim10-1 mutant yeast; S. cerevisiae tim10-1 ts strain growth, BacTiter-Glo, 24 h; inhibition, % at 20 µM; actives 2.2% (n = 330,000);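 active = inhibition of at least 40%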;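 also: mutant grown at 25 °C; 0% = DMSO wells with yeast and 100% = wells holding no yeast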
TIM10 inh = growth inhibitors of TIM10 yeast strain; inhibition, % at 10 µM; actives 1.4% (n = 330,000); S. cerevisiae TIM10 strain growth, BacTiter-Glo luminescence, 24 h;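 active = inhibition of 40% or more at the single tested concentration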;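 also: wild-type TIM10 isogenic control strain grown at permissive 25 °C; 0% = DMSO yeast wells and 100% = minimal medium wells without yeast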
MIN6 prolif = inducers of beta-cell replication in MIN6 cells | MIN6 cells proliferation, ATPlite luminescence, 48 h; cells starved in 0.2% serum; 100% = growth in 10% serum | proliferation, % at 10 µM | actives 0.29% (n = 330,000);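 active = compounds whose signal lies at least 3.5 SD above the mean of all wells on their plate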;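 also: 0% = DMSO-treated cells in low-serum medium and 100% = 10% serum control; some compounds called inactive have numbers as strong as hits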
mIAP block = blocks mouse intestinal alkaline phosphatase; purified mouse IAP, CDP-Star luminescence, 30 min; AID 2806; actives 0.2% (n = 330,000); inhibition, % at 10 µM;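 active = inhibition of at least 40% at 10 µM in the primary screen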;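 also: plate controls were DMSO with enzyme for no effect and no enzyme wells for full effect; values of inactives mirror those of a sister screen read the other way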
mIAP act = mouse IAP activation. AID 2805. activation factor at 10 µM. actives 0.24% (n = 330,000). muIAP, CDP-Star luminescence, 30 min; stronger effect = higher value; 1 = vehicle-only enzyme signal, 0 = enzyme-free wells;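 active = activation factor of at least 2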; also: the source names both 10 and 20 µM as test concentration; values of inactives mirror those of a sister screen read the other way
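System: Mouse IAP enzyme | Also added: CDP-Star substrate | Dosing: Compounds dispensed in DMSO | Schedule: 30 min enzyme-substrate-compound incubation at room temperature | Technique: Chemiluminescence readout | Control set: DMSO-only wells and no-enzyme negative control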
A3A deaminase = human APOBEC3A DNA deaminase inhibition. actives 0.41% (n = 330,000). inhibition, % at 20 µM. P31941. recombinant A3A, FAM/TAMRA ssDNA deamination fluorescence;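 active = at least 40% inhibition at 20 µM here, with at most 30% in a related deaminase screen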;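 also: plate controls were A3A with DMSO for no effect and wells lacking A3A enzyme for full effect; some results filed as inactive read as strong as hits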
Target sequence (P31941 whole entry, looked up): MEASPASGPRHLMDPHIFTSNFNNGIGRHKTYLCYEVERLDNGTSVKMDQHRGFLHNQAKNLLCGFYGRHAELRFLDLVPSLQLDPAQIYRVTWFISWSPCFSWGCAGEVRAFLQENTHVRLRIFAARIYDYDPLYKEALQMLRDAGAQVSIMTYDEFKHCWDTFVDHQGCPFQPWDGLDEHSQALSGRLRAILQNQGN
A3G deaminase = inhibitors of human APOBEC3G DNA deaminase; actives 0.28% (n = 330,000); Q9HC16; inhibition, % at 20 µM; AID 493012; recombinant A3G, ssDNA deamination FAM/TAMRA fluorescence;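 active = inhibition of at least 40% at 20 µM, with no more than 30% in the related APOBEC3A deaminase screen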;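 also: plate controls were DMSO wells with A3G for no effect and wells lacking A3G enzyme for full effect; some compounds called inactive have numbers as strong as hits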
Target sequence (Q9HC16 whole entry, looked up): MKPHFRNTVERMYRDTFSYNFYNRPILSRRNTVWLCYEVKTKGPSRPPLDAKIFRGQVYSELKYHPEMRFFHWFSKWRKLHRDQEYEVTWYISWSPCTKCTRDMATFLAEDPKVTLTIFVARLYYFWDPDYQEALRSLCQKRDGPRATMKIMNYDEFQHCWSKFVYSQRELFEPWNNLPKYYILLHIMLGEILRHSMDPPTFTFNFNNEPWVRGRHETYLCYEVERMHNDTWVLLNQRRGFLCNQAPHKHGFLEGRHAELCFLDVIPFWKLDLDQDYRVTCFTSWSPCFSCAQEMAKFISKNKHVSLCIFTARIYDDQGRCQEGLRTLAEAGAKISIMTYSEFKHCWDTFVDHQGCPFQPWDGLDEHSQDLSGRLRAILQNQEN
hIAP block = human IAP inhibition; P09923; purified IAP, CDP-Star luminescence, 30 min; inhibition, % at 10 µM; actives 0.12% (n = 330,000);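 active = inhibition reaching a set limit with compound at 10 µM in the primary screen, cut at about 35% in these data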;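 also: plate controls were DMSO wells with enzyme for no effect and no-enzyme buffer wells for full effect; values of inactives mirror those of a sister screen read the other way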
* hit, by the source's call.

`CCN1C(=O)CC(N2CCN(c3ccc(OC)cc3)CC2)C1=O` (stereo not given) gave NALP3 yeast inh 6, tim10-1 inh 13, TIM10 inh -14, MIN6 prolif -1, mIAP block 0, mIAP act 1, A3A deaminase 0, A3G deaminase 1 and hIAP block -34.
Screening Cc1cccc(NC(=O)c2cc(-c3ccc(C)s3)nc3ccccc23)n1 returned NALP3 yeast inh 9, tim10-1 inh 20, TIM10 inh 27, MIN6 prolif -5, mIAP block 10, mIAP act 0.9, A3A deaminase -3, A3G deaminase -9 and hIAP block 26.
For CCOC(=O)C(O)(CC(=O)c1ccc(OC)cc1)C(F)(F)F (stereo not given) the results were NALP3 yeast inh -3, tim10-1 inh 19, TIM10 inh -21, MIN6 prolif -2, mIAP block -3, mIAP act 1, A3A deaminase -3, A3G deaminase -4 and hIAP block 18.
Screening CC(C)CNC(=O)Nc1ccccc1F returned NALP3 yeast inh -9, tim10-1 inh 3, TIM10 inh -1, MIN6 prolif -2, mIAP block -6, mIAP act 1.1, A3A deaminase -4, A3G deaminase -3 and hIAP block -16.
CC(C)NC(=O)Nc1ccc2c(c1)C(=O)N([C@H](C)CO)C[C@H](C)[C@@H](CN(C)S(=O)(=O)c1ccccc1)O2 was read as NALP3 yeast inh 25, tim10-1 inh -5, TIM10 inh -2, MIN6 prolif -1, mIAP block -30, mIAP act 1.3, A3A deaminase 0, A3G deaminase -7 and hIAP block -28.
CC1=C(C#N)C(c2ccccc2O)C(C#N)=C(C)N1 was read as NALP3 yeast inh 11, tim10-1 inh 20, TIM10 inh 10, MIN6 prolif -1, mIAP block 1, mIAP act 0.99, A3A deaminase 0, A3G deaminase -3 and hIAP block -7.
`Cn1c(=O)n(C)c2cc(NC(=O)c3ccc(F)cc3)ccc21` gave NALP3 yeast inh 18, tim10-1 inh -16, TIM10 inh -11, MIN6 prolif -3, mIAP block -6, mIAP act 1.1, A3A deaminase 0, A3G deaminase 5 and hIAP block -4.
Screening C=CC[C@@H](CC(=O)N(CCO)Cc1ccccc1)C(=O)NCCOC(=O)[C@@H](CC=C)Cc1ccc(F)cc1 returned NALP3 yeast inh 11, tim10-1 inh 7, TIM10 inh 5, MIN6 prolif -1, mIAP block -7, mIAP act 1.1, A3A deaminase 1, A3G deaminase -4 and hIAP block -1.
`Cn1ccnc1SCC(=O)Nc1cccc(C(F)(F)F)c1` gave NALP3 yeast inh 13, tim10-1 inh 14, TIM10 inh 1, MIN6 prolif 4, mIAP block 1, mIAP act 0.99, A3A deaminase 3, A3G deaminase 13 and hIAP block 20.
O=C(C1CCCCN1S(=O)(=O)c1ccccc1[N+](=O)[O-])N1CCOCC1 (stereo not given) was read as NALP3 yeast inh 5, tim10-1 inh 21, TIM10 inh 1, MIN6 prolif 4, mIAP block -1, mIAP act 1, A3A deaminase 7, A3G deaminase -1 and hIAP block -7.
`Cc1[nH]n(-c2ccccc2)c(=O)c1N=Nc1ccccc1C(=O)O` gave NALP3 yeast inh 11, tim10-1 inh 9, TIM10 inh -5, MIN6 prolif -3, mIAP block 13, mIAP act 0.87, A3A deaminase 12, A3G deaminase -3 and hIAP block -1.
CC1CCCCN1C(=O)Cc1ccc(F)cc1 (stereo not given) was read as NALP3 yeast inh -18, tim10-1 inh 28, TIM10 inh -18, MIN6 prolif -4, mIAP block -4, mIAP act 1, A3A deaminase -1, A3G deaminase -4 and hIAP block -5.
Screening COc1cccc(C(=O)N2CCN(C(=O)c3cccc4ccccc34)CC2)c1OC returned NALP3 yeast inh 15, tim10-1 inh 10, TIM10 inh 1, MIN6 prolif 0, mIAP block 0, mIAP act 1, A3A deaminase -2, A3G deaminase -12 and hIAP block 14.
`Cc1nc2ccc(NC(=O)N3CCN(c4ccccn4)CC3)cc2s1` gave NALP3 yeast inh 2, tim10-1 inh 31, TIM10 inh 8, MIN6 prolif 0, mIAP block -8, mIAP act 1.1, A3A deaminase -1, A3G deaminase -4 and hIAP block -1.
For CCOC(=O)Cc1csc(N/N=C\c2ccccc2OC)n1 the results were NALP3 yeast inh 21, tim10-1 inh -3, TIM10 inh -1, MIN6 prolif -3, mIAP block 2, mIAP act 0.98, A3A deaminase -4, A3G deaminase -1 and hIAP block 2.
For Cc1nc(C)c(C(=O)OCC(=O)NCc2ccccc2)s1 the results were NALP3 yeast inh 13, tim10-1 inh 18, TIM10 inh 18, MIN6 prolif 0, mIAP block -2, mIAP act 1, A3A deaminase 0, A3G deaminase -5 and hIAP block 3.
For C=CCNC(=S)N1CC2(C)CN(C(=S)NCC=C)CC(C)(C1)C2=O the results were NALP3 yeast inh 8, tim10-1 inh 6, TIM10 inh 2, MIN6 prolif 2, mIAP block -8, mIAP act 1.1, A3A deaminase -4, A3G deaminase -7 and hIAP block -15.
CC(=O)c1ccc(-n2nnnc2SCC(=O)Nc2cccc(NC(=O)c3ccco3)c2)cc1 was read as NALP3 yeast inh 13, tim10-1 inh -25, TIM10 inh -8, MIN6 prolif -4, mIAP block -6, mIAP act 1.1, A3A deaminase 2, A3G deaminase 4 and hIAP block 25.
Cc1ccc(NC(=O)c2cc(NC(=O)c3ccco3)ccc2N2CCOCC2)cc1 was read as NALP3 yeast inh 14, tim10-1 inh 26, TIM10 inh 33, MIN6 prolif 2, mIAP block 4, mIAP act 0.96, A3A deaminase -2, A3G deaminase -3 and hIAP block 4.
For CC(=O)NNC(=O)c1[nH]c2ccc(Cl)cc2c1-c1ccccc1 the results were NALP3 yeast inh 12, tim10-1 inh 13, TIM10 inh 20, MIN6 prolif -1, mIAP block 11, mIAP act 0.89, A3A deaminase 2, A3G deaminase 2 and hIAP block -25.
Screening O=C(CN1C(=O)/C(=C2\SC(=S)N(C3CCS(=O)(=O)C3)C2=O)c2ccccc21)Nc1ccccc1 (stereo not given) returned NALP3 yeast inh 9, tim10-1 inh 17, TIM10 inh 3, MIN6 prolif 0, mIAP block 21, mIAP act 0.79, A3A deaminase -2, A3G deaminase 2 and hIAP block 15.
For C#CCN(C(=O)c1cc(COc2cccc(C(F)(F)F)c2)on1)C1CCCCC1 the results were NALP3 yeast inh -3, tim10-1 inh 28, TIM10 inh 24, MIN6 prolif -4, mIAP block 6, mIAP act 0.94, A3A deaminase -3, A3G deaminase -6 and hIAP block 0.
`CC(C)(C)NC(=O)N1CCN(c2ncccc2C(F)(F)F)CC1` gave NALP3 yeast inh 24, tim10-1 inh 11, TIM10 inh -9, MIN6 prolif 0, mIAP block 2, mIAP act 0.98, A3A deaminase 2, A3G deaminase -2 and hIAP block 24.
O=S(=O)(NCCOc1ccccc1)c1ccc2ccccc2c1 was read as NALP3 yeast inh -3, tim10-1 inh 11, TIM10 inh -9, MIN6 prolif 2, mIAP block 2, mIAP act 0.98, A3A deaminase 6, A3G deaminase -4 and hIAP block -3.
For c1ccc(CNc2ccccn2)cc1 the results were NALP3 yeast inh 10, tim10-1 inh 3, TIM10 inh 2, MIN6 prolif 0, mIAP block -5, mIAP act 1.1, A3A deaminase 4, A3G deaminase 3 and hIAP block 15.
CCN(CC(=O)Nc1c(F)cccc1F)C(=O)c1ccc(-n2cncn2)c([N+](=O)[O-])c1 was read as NALP3 yeast inh 11, tim10-1 inh -4, TIM10 inh -1, MIN6 prolif 11, mIAP block 8, mIAP act 0.92, A3A deaminase -1, A3G deaminase -3 and hIAP block 0.
For Cc1oc2cc3oc(=O)ccc3cc2c1C the results were NALP3 yeast inh 11, tim10-1 inh 26, TIM10 inh -22, MIN6 prolif -2, mIAP block -2, mIAP act 1, A3A deaminase -3, A3G deaminase -4 and hIAP block -16.
For CC(C)[C@H](NC(=O)CCCn1nnc2ccccc2c1=O)C(=O)O the results were NALP3 yeast inh 8, tim10-1 inh -1, TIM10 inh -14, MIN6 prolif 3, mIAP block 1, mIAP act 0.99, A3A deaminase 0, A3G deaminase -3 and hIAP block 3.
For Cc1ccc2oc(=O)c3cc(C(=O)Nc4cc(-c5cccc(F)c5)no4)sc3c2c1 the results were NALP3 yeast inh 12, tim10-1 inh -7, TIM10 inh 7, MIN6 prolif -4, mIAP block 28, mIAP act 0.72, A3A deaminase -1, A3G deaminase -2 and hIAP block -14.
`CCOC(=O)N1CCN(C(=O)CSc2ncnc3ccccc23)CC1` gave NALP3 yeast inh 10, tim10-1 inh 25, TIM10 inh 5, MIN6 prolif 1, mIAP block 14, mIAP act 0.86, A3A deaminase 3, A3G deaminase 7 and hIAP block 16.
`Cc1cc(C(=O)NNc2c(Cl)cccc2Cl)no1` gave NALP3 yeast inh 1, tim10-1 inh 4, TIM10 inh 13, MIN6 prolif 0, mIAP block 8, mIAP act 0.92, A3A deaminase -3, A3G deaminase -7 and hIAP block 16.
For CCOC(=O)/C(N=Nc1ccc2c(c1)OCO2)=C(\C)O the results were NALP3 yeast inh 37, tim10-1 inh 15, TIM10 inh 10, MIN6 prolif -2, mIAP block 8, mIAP act 0.92, A3A deaminase -3, A3G deaminase -7 and hIAP block 9.
Cc1cccc(OCc2nnc(SCC(=O)Nc3ccc(C)c(Cl)c3)o2)c1 was read as NALP3 yeast inh 8, tim10-1 inh 1, TIM10 inh 0, MIN6 prolif 1, mIAP block 16, mIAP act 0.84, A3A deaminase -4, A3G deaminase -8 and hIAP block 8.
O=C1Nc2c(ccc(Cl)c2Cl)C(=O)C1(F)c1ccccc1 (stereo not given) was read as NALP3 yeast inh 23, tim10-1 inh 27, TIM10 inh 28, MIN6 prolif -4, mIAP block -4, mIAP act 1, A3A deaminase 2, A3G deaminase -3 and hIAP block -2.
Screening O=C1CCC(C(=O)Nc2ccccc2N2CCOCC2)=NN1 returned NALP3 yeast inh 4, tim10-1 inh 7, TIM10 inh 11, MIN6 prolif 0, mIAP block -1, mIAP act 1, A3A deaminase -2, A3G deaminase -3 and hIAP block 12.
O=C(Nc1ccc(Cl)c(C(F)(F)F)c1)NC1CC2CCCC(C1)N2Cc1ccccc1 (stereo not given) was read as NALP3 yeast inh -1, tim10-1 inh 12, TIM10 inh 23, MIN6 prolif -5, mIAP block inactive, mIAP act 8.9*, A3A deaminase 8, A3G deaminase 8 and hIAP block -92.
`COc1ccc(-c2ccc(C)cc2)cc1[C@H]1[C@H]2C=CC[C@@H](C)[C@@H]2C(=O)N1Cc1ccccc1` gave NALP3 yeast inh 12, tim10-1 inh 14, TIM10 inh 6, MIN6 prolif -8, mIAP block 7, mIAP act 0.93, A3A deaminase -1, A3G deaminase -6 and hIAP block 14.
For Cc1ccc(NC(=O)CC(=O)Nc2ccc(C)cc2)cc1 the results were NALP3 yeast inh 23, tim10-1 inh -12, TIM10 inh -10, MIN6 prolif 1, mIAP block 2, mIAP act 0.97, A3A deaminase 2, A3G deaminase 2 and hIAP block -8.
COc1cc(/C=N/NC(=S)NCCN2CCOCC2)cc(OC)c1OC was read as NALP3 yeast inh 19, tim10-1 inh 2, TIM10 inh -2, MIN6 prolif 0, mIAP block 2, mIAP act 0.98, A3A deaminase -1, A3G deaminase -3 and hIAP block 11.

Structures above with a COOH group, in the order listed:
`Cc1[nH]n(-c2ccccc2)c(=O)c1N=Nc1ccccc1C(=O)O` gave NALP3 yeast inh 11, tim10-1 inh 9, TIM10 inh -5, MIN6 prolif -3, mIAP block 13, mIAP act 0.87, A3A deaminase 12, A3G deaminase -3 and hIAP block -1.
For CC(C)[C@H](NC(=O)CCCn1nnc2ccccc2c1=O)C(=O)O the results were NALP3 yeast inh 8, tim10-1 inh -1, TIM10 inh -14, MIN6 prolif 3, mIAP block 1, mIAP act 0.99, A3A deaminase 0, A3G deaminase -3 and hIAP block 3.
